From PubChem BioAssay
D1 antagonist – Antagonist of Human D 1 Dopamine Receptor: qHTS | 360,000 compounds, 3.2% hits | D(1A) dopamine receptor (Homo sapiens), P21728 | HEK293 TREx D1 cells, calcium flux, dopamine EC80; active compounds read low | activity change, negative = inhibition, % at 10 µM; in the data active = activity change below about -30%; also: % is scaled to controls: 0 for no effect and ±100 for the full control effect
Target sequence (P21728 whole entry, looked up): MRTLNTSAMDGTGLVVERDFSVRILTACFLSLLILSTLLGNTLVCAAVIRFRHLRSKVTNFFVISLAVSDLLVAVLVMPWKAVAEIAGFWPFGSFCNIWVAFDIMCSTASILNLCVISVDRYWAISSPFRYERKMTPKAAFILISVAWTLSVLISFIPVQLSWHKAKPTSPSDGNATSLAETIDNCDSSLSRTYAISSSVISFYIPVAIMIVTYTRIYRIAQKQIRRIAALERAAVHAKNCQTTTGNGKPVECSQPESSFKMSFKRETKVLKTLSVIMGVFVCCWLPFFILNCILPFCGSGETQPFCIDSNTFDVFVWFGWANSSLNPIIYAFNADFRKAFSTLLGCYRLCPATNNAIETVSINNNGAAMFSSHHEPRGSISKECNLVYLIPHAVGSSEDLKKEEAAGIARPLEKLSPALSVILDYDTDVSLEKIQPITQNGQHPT
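Allosteric or orthosteric antagonism assessed as attenuation of the calcium response to EC80 dopamine, added 180 s after compound, in induced HEK293 Trex D1 cells loaded with no-wash calcium dye.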
Vif-APOBEC3G blk – qHTS for Inhibitors of Vif-A3G Interactions: qHTS. HeLa A3G-eYFP + Vif (tagged APOBEC3G with the HIV-1 protein that degrades it), YFP fluorescence, overnight. Potency, µM (titrated, usually from 46.1 µM), for the others: at the top dose activity, negative = active, usual class: inhibitors. 410,000 compounds, 0.076% hits;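 also: potency is read from the fitted curve at half-maximal effect; % is scaled to controls: 0 for no effect and ±100 for the full control effect; nearly all actives have a fitted effect of over 60% in size; hits raise eYFP signal because A3G escapes Vif-driven loss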
Target sequence (Q9HC16 whole entry, looked up): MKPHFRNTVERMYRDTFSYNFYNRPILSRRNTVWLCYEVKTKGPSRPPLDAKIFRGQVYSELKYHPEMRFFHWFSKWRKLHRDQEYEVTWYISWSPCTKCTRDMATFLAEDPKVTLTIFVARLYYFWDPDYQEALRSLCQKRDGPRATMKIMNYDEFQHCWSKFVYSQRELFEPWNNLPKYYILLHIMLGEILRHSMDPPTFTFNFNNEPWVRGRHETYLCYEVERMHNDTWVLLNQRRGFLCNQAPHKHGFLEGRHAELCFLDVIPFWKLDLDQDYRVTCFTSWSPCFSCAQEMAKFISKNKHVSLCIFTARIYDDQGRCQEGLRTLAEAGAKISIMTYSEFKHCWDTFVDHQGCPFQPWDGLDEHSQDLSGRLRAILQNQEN
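Read-out is eYFP fluorescence (Ex 488/Em 500-530) from Vif-expressing HeLa A3G-eYFP cells; more signal means A3G escaped Vif-mediated degradation. Cells plated overnight, compound pinned in, incubated overnight at 37 deg C.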
RXFP1 agonist – qHTS Assay for Agonists of the Relaxin Receptor RXFP1; HEK293T-RXFP1 cAMP TR-FRET, 30 min; response scale: percent of porcine relaxin response, buffer zero; 370,000 compounds, 0.3% hits; Relaxin receptor 1 (Homo sapiens), Q9HBX9; AID 2676, 2010; Potency, µM (series often up to 57.5 µM), for inactives: at the top dose activation, usual class: activators; also: potency is read from the fitted curve at half-maximal effect; % is scaled to controls: 0 for no effect and ±100 for the full control effect; nearly all actives have a fitted effect of over 60% in size; many of its hits are not listed in these tables
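cAMP rise read by TR-FRET after 30 min, 37C compound exposure (up to 58 uM) in RXFP1-transfected HEK293 cells with Ro 20174 present. EC50 from Hill-equation fits, with 29 nM porcine relaxin as 100% and buffer as basal.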
D1 potentiator – Potentiators of Human D1 Dopamine Receptor: qHTS; 360,000 compounds, 0.036% hits; HEK293 TREx D1 cells, calcium flux, dopamine EC20 potentiation; AID 504651, 2011; potentiation, % at 10 µM; D(1A) dopamine receptor (Homo sapiens), P21728; in the data active = potentiation above about 30%; also: 0% is about no effect
D2 potentiator – HTS Assay for Positive Allosteric Modulators of the Human D2 Dopamine Receptor: Primary Screen for Potentiators. potentiation, % at 10 µM. HEK293 T-REx D2, calcium flux, EC20 dopamine potentiation. AID 485347, 2010. 340,000 compounds, 0.34% hits. D(2) dopamine receptor (Homo sapiens), P14416;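 active = potentiation over 3 SD above the plate norm, cut at about 30% in these data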; also: 0% is about no effect
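Using a no-wash calcium dye in inducible, force-coupled HEK293 Trex cells expressing D2, we tracked fluorescence each second for 180 s after compound, then for 180 s after EC20 dopamine to detect augmented signalling.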
Vif-APOBEC3F blk – qHTS for Inhibitors of Vif-A3F Interactions: qHTS; HeLa A3F-eYFP + Vif (tagged APOBEC3F with the HIV-1 protein that degrades it), YFP fluorescence increase; 390,000 compounds, 0.2% hits; AID 602313, 2012; Potency, µM (doses to about 46.1 µM), for the others: at the highest dose activity, negative = active; also: potency is read from the fitted curve at half-maximal effect; % of control where 0% means no effect; nearly all actives have a fitted effect of over 65% in size
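Fluorescence increase (Ex 488/Em 500-530) after overnight compound treatment at 37 deg C flags inhibition of Vif-driven A3F-eYFP loss in stable HeLa A3F-eYFP/Vif cells seeded overnight beforehand.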
D1 ag – Allosteric Agonists of the Human D1 Dopamine Receptor: qHTS | D(1A) dopamine receptor (Homo sapiens), P21728 | HEK293 T-REx D1 cells, calcium flux, agonist mode | activation, % at 2 µM | 360,000 compounds, 1% hits | AID 504660, 2011; in the data active = activation above about 30%; also: 0% is about no effect
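Agonism was scored from calcium flux recorded over 180 s (1 read/s) after pintool compound addition, following a 10-cycle baseline. Cells were inducible force-coupled HEK293 TREx D1, plated overnight at 30 C and loaded with no-wash calcium dye.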
GRP78 ERSR act – qHTS for Inducers of the Endoplasmic Reticulum Stress Response (ERSR) in Human Glioma: qHTS; U87-MG GRP78 promoter luciferase reporter, 16 h; Potency, µM, without a hit: at the top dose activation, usual class: activators; 420,000 compounds, 0.02% hits; AID 602332, 2012; also: potency is read from the fitted curve at half-maximal effect; series mostly up to about 76 µM; % of control where 0% means no effect; nearly all actives have a fitted effect of over 35% in size
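Stably transfected U87-MG human glioma cells carrying a GRP78-based luminescent sensor were seeded at 1000 cells/well, pin-dosed with compounds and incubated 16 h. Luciferase reagent was then added, and end-point luminescence was read after 10 min at room temperature.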
LDHA inh – qHTS assay for inhibitors of human lactate dehydrogenase | L-lactate dehydrogenase A chain (Homo sapiens), P00338 | purified LDHA, NADH/diaphorase-resazurin fluorescence; active compounds read low | activity change, % (values are at about 110 or 230 µM) | 480,000 compounds, 0.15% hits; in the data active = activity change below about -30%; inconclusive = mostly about -25% to -30%;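 also: plate controls were DMSO wells for no effect and wells without enzyme for full effect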
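Human LDH5 at 2 nM final in Tris HCl pH 7.4 with 0.06 mM NADH and 0.2 mM pyruvate, reacted 5 minutes at room temperature. Remaining NADH coupled via diaphorase/resazurin; resorufin fluorescence read at 0 and 20 minutes, normalized to enzyme-free and DMSO wells.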
Active calls of the source: *; ? = inconclusive; . = not tested or not shown; & = joins results of further samples. Unless noted, calls follow the shape of the dose curve; as a rule, active = well fitted curve in the direction sought with a large enough effect; inconclusive = small, poorly fitted or top-dose-only effect, or another doubt; inactive = no such curve, though single readings can be large; an effect the other way counts as inactive or inconclusive. These rows are one share of the data; rates above refer to the full screens.

Short forms – A = D1 antagonist; B = Vif-APOBEC3G blk; C = RXFP1 agonist; D = D1 potentiator; E = D2 potentiator; F = Vif-APOBEC3F blk; G = D1 ag; H = GRP78 ERSR act; I = LDHA inh
CC1(C)CC(CCNC(=O)c2ccc(-n3cnnn3)cc2)CC(C)(C)N1
  A: 7; B: 0%; C: 1.2%; D: -6; E: -1; F: 0%; G: 2; H: 3%; I: -2

CCN(CC)C(=O)COc1ccc(-c2nnc(Nc3ccc(OC)c(C(=O)NC)c3)c3ccccc23)cc1
  A: 7&-5; B: 1%&-3%; C: -2.4%&6.1%; D: 3&2; E: 6&11; F: -9%&0%; G: 2&1; H: -4%&0%; I: -1&-2

COc1ccc(NC(=O)CSc2nc(C)c3c(c2C#N)CCCC3)cc1
  A: -6; B: 3%; C: -1.9%; D: -4; E: -1; F: 1%; G: 1; H: -3%; I: 5&-5

O=C(NNC(=O)C1C2CCC(C2)C1C(=O)O)c1cccc(Cl)c1 (configuration not stated)
  A: -1; B: -3%; C: -0.1%; D: 3; E: 11; F: 8%; G: 1; H: 4%; I: -1

C[C@@H](NC(=O)Cn1ccc(NC(=O)OCc2ccccc2)nc1=O)c1cccc2ccccc12
  A: -33*; B: -7%; C: -1.3%; D: -5; E: 2; F: 4%; G: 3; H: -3%; I: -18

COc1ccc(-n2c(C)nn(C)c2=O)c(OC)c1
  A: -16; B: 2%; C: -0.3%; D: -2; E: 7; F: -8%; G: 3; H: -4%; I: -2

CCc1ccc(/C(C)=N/NC(=O)c2ccc(-n3cnnn3)cc2)cc1
  A: 8; B: 1%; C: 1.2%; D: -4; E: .; F: 5%; G: 0; H: -2%; I: -6

CCOC(=O)[C@@H]1[C@H]2COc3ccccc3[C@@H]2N2C(=O)N(c3cccc(F)c3)C(=O)[C@@]12C
  A: .; B: 6%; C: .; D: .; E: .; F: -2%; G: .; H: -5%; I: -2

COc1ccc(Nc2nc3c(C)cccn3c(=O)c2C=O)cc1
  A: 4; B: 1%; C: -2.4%; D: 1; E: -2; F: -1%; G: 1; H: -4%; I: -1

Cc1ccc(N2C(=O)CSC23C(=O)N(CC(=O)NC2CCCCC2)c2ccccc23)cc1C (configuration not stated)
  A: 1; B: -1%; C: -2.2%; D: -2; E: -7; F: 1%; G: -1; H: -1%; I: -3

Cc1cccc(-c2nc(CCNC(=O)Cc3ccc(F)cc3)cs2)c1
  A: 1; B: 2%; C: 4.1%; D: -3; E: 3; F: 10%; G: 1; H: -3%; I: -12

CN1CCC[C@H]1CCNc1ccc2c(=O)c3ccccc3n(C)c2c1
  A: .; B: 11%; C: .; D: .; E: .; F: ?; G: .; H: -1%; I: 7

COCCOC(=O)C1=C(C)Nc2nc(C)nn2C1c1ccccc1 (configuration not stated)
  A: 5; B: 0%; C: 2.2%; D: 0; E: 7; F: -1%; G: 2; H: -2%; I: -5

O=C(C[C@@H]1C/C=C/CCCC(=O)O[C@H](c2ccccc2)CNC1=O)NCCO
  A: .; B: 5%; C: .; D: .; E: .; F: 3%; G: .; H: -5%; I: -4

Cc1ncc([N+](=O)[O-])n1CC(=O)NC1CCCCCC1
  A: -16; B: 0%; C: 1.3%; D: 4; E: 7; F: 8%; G: 0; H: -3%; I: -6

OC1CC(c2ccco2)NC2(CCCCC2)C1 (configuration not stated)
  A: 5; B: 2%; C: -0.2%; D: -4; E: 11; F: 3%; G: 5; H: -2%; I: -16

CN(CC(=O)Nc1ccccc1[N+](=O)[O-])Cc1ccc(Br)cc1
  A: 22; B: -1%; C: -0.5%; D: -4; E: 14; F: -10%; G: 12; H: 0%; I: -3

COc1ccc(N2C(=O)CC(n3c(CCCCO)nc4ccccc43)C2=O)cc1 (configuration not stated)
  A: 1; B: 0%; C: 2.1%; D: 3; E: 21; F: -2%; G: 5; H: -6%; I: -5

O=C(COC(=O)c1cnccn1)Nc1ccc2c(c1)OCO2
  A: 1; B: -3%; C: 2.2%; D: -3; E: -4; F: 0%; G: 3; H: -1%; I: -1

Cn1cnnc1SCC(=O)Nc1ccccc1F
  A: 1; B: -5%; C: -1.9%; D: -2; E: -3; F: ?; G: 3; H: -3%; I: -12

COC(=O)c1nn(-c2nc(-c3cccc(OC)c3)cc(C(F)(F)F)n2)cc1[N+](=O)[O-]
  A: 2; B: 0%; C: -2.2%; D: 1; E: .; F: 15%; G: 1; H: -9%; I: -3

O=C(NC1CCCC1)c1ccc([N+](=O)[O-])s1
  A: -30; B: -4%; C: -1.1%; D: -7; E: .; F: -6%; G: 1; H: 6%; I: -7

Cc1ccc(NC(=O)CCNS(=O)(=O)c2ccc3c(c2)CCC(=O)N3)cc1C
  A: -2; B: 1%; C: 0.1%; D: 1; E: -3; F: -13%; G: 3; H: -6%; I: -9

CCCc1ccc(C(C)NC(=S)NC2CCCCC2)cc1 (configuration not stated)
  A: -6; B: 1%; C: -0.7%; D: 0; E: -2; F: -9%; G: 36*; H: 2%; I: 1

O=C(CSc1nc2ccccc2[nH]1)NCCCn1ccnc1
  A: 11; B: -3%; C: 1.0%; D: 1; E: 3; F: -7%; G: 2; H: -1%; I: -8

CCSc1n[nH]c(=O)[nH]c1=O
  A: -1; B: 0%; C: 0.9%; D: 3; E: -2; F: -3%; G: 1; H: -2%; I: 1

COCC1CCN(C(=O)C2CCC(=O)N(C3CCCCCC3)C2)CC1 (configuration not stated)
  A: -2; B: 1%; C: 0.4%; D: 4; E: -2; F: 6%; G: 0; H: -1%; I: -4

O=C(c1ccc(O)cc1)c1ccc(C(=O)c2ccc(O)cc2)cc1
  A: -80*; B: -7%; C: 1.5%&-1.7%; D: -10&-4; E: 10; F: -15%; G: 22&5; H: -4%; I: -1

COc1ccc(N2CCN(C(=O)CCc3c(C)nc4cc(-c5ccc(OC)cc5OC)nn4c3C)CC2)cc1
  A: 2; B: 4%; C: -3.2%; D: -1; E: -2; F: 0%; G: 2; H: -4%; I: 1

C/C=C1\COC(C(=O)NCc2ccccc2)(C(F)(F)F)C=C1C=C(C)C (configuration not stated)
  A: .; B: -3%&0%; C: .; D: .; E: .; F: 6%; G: .; H: -1%&8%; I: 6

COc1ccc(NC(=S)N/N=C2/CCCc3c(C)cc(C)cc32)cc1
  A: -40*; B: 1%; C: 2.9%; D: 4; E: 0; F: -6%; G: 1; H: -5%; I: -3

COc1cc(/C=N/n2nnnc2N)ccc1OC(C)=O
  A: -16; B: 0%; C: 3.2%; D: -6; E: -9; F: 3%; G: 0; H: -1%; I: -1

Cc1ccc(C)c(S(=O)(=O)NNC(=O)Nc2ccccc2Cl)c1
  A: 2; B: -7%; C: -3.5%; D: 4; E: 5; F: -3%; G: 0; H: -2%; I: -1

O=C(Nc1ccc([N+](=O)[O-])cc1)Nc1cnccn1
  A: -32*; B: 0%; C: 9.7%; D: -9; E: 9; F: -4%; G: 16; H: -3%; I: -3

O=C(Nc1nnc(SCc2ccc(F)cc2)s1)c1ccc2ncsc2c1
  A: -17; B: 0%; C: 3.7%; D: -1; E: 8; F: -2%; G: 6; H: -2%; I: -2

CN(CC(=O)Nc1ccc(N2CCOCC2)cc1)CC(=O)Nc1cccc(C#N)c1
  A: 7; B: 4%; C: 5.5%; D: -4; E: 2; F: -13%; G: 2; H: -1%; I: 0

COC(=O)CCCC1=CC2=C(c3ccccc3)C(=O)C(C)(OC(=O)C3CCCC3)C(=O)C2=CN1CCN1CCOCC1 (configuration not stated)
  A: -18; B: -2%; C: 0.0%; D: -1; E: -7; F: 1%; G: 1; H: -4%; I: 4

Cn1c(=O)c2c(nc(SCC(=O)c3ccccc3F)n2C)n(C)c1=O
  A: -9; B: .; C: 0.8%; D: 0; E: 2; F: .; G: 3; H: .; I: .

CC(C)(C)NC(=O)CCSc1nnc(-c2ccco2)o1
  A: -10; B: -8%; C: -0.6%; D: -2; E: -7; F: 0%; G: 4; H: -2%; I: -1

CCCSc1nnc(Sc2nnnn2-c2ccccc2)s1
  A: -18; B: -27%; C: 3.2%; D: 9; E: 2; F: 1%; G: 4; H: -5%; I: -13

N#CNC(=Nc1cccc(Cl)c1)Oc1ccccc1
  A: -6; B: 0%; C: -4.4%; D: -13; E: -3; F: -3%; G: 3; H: 0%; I: 0

O=C(OCN1C(=O)c2ccccc2C1=O)c1cc(S(=O)(=O)N2CCOCC2)ccc1F
  A: -8; B: 1%; C: ?; D: -5; E: -2; F: 0%; G: 1; H: -1%; I: -8

O=C(c1ccco1)N(Cc1ccc2c(c1)OCO2)Cc1cc2cc3c(cc2[nH]c1=O)OCO3
  A: -14; B: 0%; C: 11%; D: -1; E: 1; F: ?; G: 0; H: -4%; I: 0

CCN(C(=O)Cn1cc(C(=O)c2ccc(F)cc2)c(=O)c2ccc(C)nc21)c1cccc(C)c1
  A: 2; B: 2%; C: 1.1%; D: 0; E: 1; F: -15%; G: 2; H: -4%; I: -5

One compound at a time, as listed above. Order of values: D1 antagonist, Vif-APOBEC3G blk, RXFP1 agonist, D1 potentiator, D2 potentiator, Vif-APOBEC3F blk, D1 ag, GRP78 ERSR act, LDHA inh
Results for O=C(c1ccco1)N(Cc1ccc2c(c1)OCO2)Cc1cc2cc3c(cc2[nH]c1=O)OCO3 = -14, 0%, 11%, -1, 1, ?, 0, -4%, 0
Results for O=C(Nc1nnc(SCc2ccc(F)cc2)s1)c1ccc2ncsc2c1 = -17, 0%, 3.7%, -1, 8, -2%, 6, -2%, -2
Results for CCSc1n[nH]c(=O)[nH]c1=O = -1, 0%, 0.9%, 3, -2, -3%, 1, -2%, 1
